RGS8-Gao reg = modulates binding of RGS8 to human Galphao; P09471; multiplexed bead flow cytometry; actives lie on both sides; response (percent of control binding), % at 10 µM; 220,000 tested, 0.34% active; AID 1423; in the data active means response below about 60% or above about 140%; inactive means in between;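 further: Galphao activated as the GDP aluminium fluoride complex binding bead-coupled RGS8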
Target sequence (P09471 whole entry, looked up): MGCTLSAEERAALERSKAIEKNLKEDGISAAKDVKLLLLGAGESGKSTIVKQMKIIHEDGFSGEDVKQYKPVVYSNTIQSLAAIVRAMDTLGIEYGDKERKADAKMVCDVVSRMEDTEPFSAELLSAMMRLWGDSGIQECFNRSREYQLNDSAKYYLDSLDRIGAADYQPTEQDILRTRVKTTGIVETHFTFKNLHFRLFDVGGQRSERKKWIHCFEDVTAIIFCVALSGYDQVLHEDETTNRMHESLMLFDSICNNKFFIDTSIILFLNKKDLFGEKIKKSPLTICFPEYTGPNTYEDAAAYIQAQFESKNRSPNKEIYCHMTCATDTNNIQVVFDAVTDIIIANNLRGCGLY
ABCG2 inh = inhibitors of human ABCG2 transporter, ABCB1 counter-screen | Q9UNQ0 | IgMXP3 cells, JC-1 efflux, flow cytometry | inhibition, % at 6.6 µM | 190,000 tested, 0.1% active;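 active means inhibition above 80%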;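 further: 0% = DMSO and 100% = nicardipine control wells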
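Test system: IgMXP3 cells (ABCG2) mixed with DDAO far-red-labelled CCRF-Adr cells (ABCB1). Reagent: JC-1 transporter substrate. Compound dosing: single test compound dose, 6.6 µM final. Times: 10 min compound exposure, 25 °C. Detection: flow cytometry of retained JC-1 fluorescence. Read-out basis: efflux inhibition in percent versus controls. Controls: nicardipine and DMSO wells.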
Pf gamet viab = kills late stage P. falciparum gametocytes. P. falciparum stage V gametocytes, ATP luminescence, 24 h. inhibition, % at 10.9 µM. 150,000 tested, 0.065% active. AID 743093;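 active means inhibition above the mean plus 3 SD of compounds within the control limits, set per campaign, cut at about 38% in these data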;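 further: 0% = DMSO wells and 100% = medium only without gametocytes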
RGS7-Gao = modulates binding of RGS7 to human Galphao; 220,000 tested, 0.35% active; P09471; binding response (% of control), % at 10 µM; Multiplexed bead flow cytometry; actives lie on both sides; AID 1439; in the data active means binding response below about 49% or above about 150%; inconclusive means no clear call, values can overlap the other calls; inactive means in between;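 further: fluorescent Galphao held in activated GDP-AlF4 state binding bead-coupled RGS7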
ABCB1 block = human ABCB1 inhibition, ABCG2 as counter-screen | P08183 | CCRF-Adr cells, JC-1 efflux, flow cytometry | inhibition, % at 6.6 µM | 190,000 tested, 0.067% active | AID 1326; in the data active means inhibition above about 40%;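 further: 0% = vehicle and 100% = reference inhibitor; higher value means more JC-1 retained so stronger ABCB1 efflux block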
Mcl-1 Bim block = human Bim-Mcl-1 interaction inhibition | AID 1009 | Q07820 | Bead-based flow cytometry, Bim peptide-Mcl-1 binding | 190,000 tested, 0.1% active | inhibition, % at 10 µM; in the data active means inhibition above about 40%;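 further: 0% = no compound tracer wells and 100% = peptide blocker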
Target sequence (Q07820 whole entry, looked up): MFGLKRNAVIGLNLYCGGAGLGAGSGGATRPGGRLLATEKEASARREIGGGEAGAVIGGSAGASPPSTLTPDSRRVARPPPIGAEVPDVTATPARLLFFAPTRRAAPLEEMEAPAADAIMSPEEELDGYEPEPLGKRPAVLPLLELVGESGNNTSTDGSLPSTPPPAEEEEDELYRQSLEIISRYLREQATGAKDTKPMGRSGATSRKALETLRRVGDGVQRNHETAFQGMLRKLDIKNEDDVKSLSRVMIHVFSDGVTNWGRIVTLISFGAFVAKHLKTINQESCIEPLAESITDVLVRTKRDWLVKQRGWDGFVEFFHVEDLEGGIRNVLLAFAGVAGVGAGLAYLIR
GSH fluor = GSH bead compound fluorescence profile. GSH beads flow cytometry, compound fluorescence 488/530 nm; stronger effect = higher value. fluorescence (KMESF) at 10 µM. 190,000 tested, 0.25% active; in the data active means fluorescence above about 89;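 further: glutathione beads carrying GST-tagged Bcl family fusion proteins plus one bare bead set; values are compound well signal with DMSO vehicle wells as background; inactives centre near 16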
Mcl1-Bid inh = Mcl-1/Bid interaction inhibition; TR-FRET Mcl-1/Bid-Dy647 peptide binding, 1536-well; inhibition, % at 21.7 µM; 220,000 tested, 0.97% active; AID 1021;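 active means compounds that cut the binding signal by more than half at the single screening dose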;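 further: His-tagged Mcl-1 with europium anti-His antibody binding Bid BH3 peptide; 0% = Mcl-1 plus peptide wells and 100% = peptide-only wells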
RGS4-Gao reg = human RGS4-Galphao interaction regulation; P09471; Multiplexed bead flow cytometry, RGS4-Galphao binding; actives lie on both sides; binding response (% of control), % at 10 µM; 220,000 tested, 0.33% active; AID 1415; in the data active means binding response below about 49% or above about 150%; inactive means in between;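 further: fluorescent Galphao activated with aluminum fluoride binding bead-coupled RGS4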
Avidin fluor = compound fluoresces at 488/530 nm on avidin beads; compound fluorescence 488/530 nm, flow cytometry; stronger effect = higher value; fluorescence (KMESF) at 10 µM; 220,000 tested, 0.38% active; in the data active means fluorescence above about 47; further: inactives centre near 10
Mcl1-Noxa inh = disrupts binding of human Mcl-1 to Noxa peptide; 220,000 tested, 1.5% active; inhibition, % at 21.7 µM; TR-FRET Mcl-1/Noxa peptide binding, 2 h; Q07820;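 active means compounds that cut the protein-peptide binding signal by more than 50% relative to plate controls in a single-dose test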;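 further: His-tagged Mcl-1 with rhodamine Noxa BH3 peptide and terbium anti-His antibody; 0% = Mcl-1 plus Noxa peptide wells and 100% = peptide-only wells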
Active calls of the source: *; ? = inconclusive; nt = no result given.

structure	RGS8-Gao reg	ABCG2 inh	Pf gamet viab	RGS7-Gao	ABCB1 block	Mcl-1 Bim block	GSH fluor	Mcl1-Bid inh	RGS4-Gao reg	Avidin fluor	Mcl1-Noxa inh
Cc1cccc(-c2nsc(SCC(=O)NCc3ccc4c(c3)OCO4)n2)c1	102	7	-6	102	0.0	-6	12	-47	98	9	-6
COc1ccc(-c2nc3c4ccccc4ccn3c2C=O)cc1	90	3	11	95	1.0	-2	9	15	94	10	8
O=C(NCc1ccccc1F)c1cccs1	101	10	nt	101	5.5	-4	35	1	102	14	10
CC(Sc1nc2ccccc2[nH]1)C(=O)Nc1ccccc1F (stereo not given)	102	1	22	101	0.0	-25	9	-2	101	27	15
Cc1nnc(SCC(=O)Nc2ccc3c(c2)COC3=O)n1-c1ccccc1	96	-4	nt	97	-3.3	-6	22	2	95	3	9
CCCCn1c(=O)[nH]c(=O)c2c1nc(-c1ccc(C(F)(F)F)cc1)n2C	105	12	13	110	0.1	1	13	-22	100	18	-18
O=S1(=O)CCN(C(CCO)c2cccc(C(F)(F)F)c2)CC1 (stereo not given)	102	2	15	99	0.7	3	22	8	98	15	7
OC1(c2ccc(Cl)c(Cl)c2)C[n+]2ccccc2N1Cc1ccccc1 (stereo not given)	101	nt	16	?	nt	nt	nt	-8	104	8	-3
O=C(Cn1nnc2ccccc2c1=O)Nc1ccc2c(c1)CCC2	101	2	-10	100	0.5	0	13	-1	100	9	16
COc1ccc(N2CCN(C(=O)c3ccc(N4C(=O)NC5CC4(C)Oc4ccccc45)cc3)CC2)cc1 (stereo not given)	108	10	-24	112	0.3	-3	30	-5	112	12	-4

Next section.
structure	RGS8-Gao reg	ABCG2 inh	Pf gamet viab	RGS7-Gao	ABCB1 block	Mcl-1 Bim block	GSH fluor	Mcl1-Bid inh	RGS4-Gao reg	Avidin fluor	Mcl1-Noxa inh
Cc1ccc(NC(=O)N2CCC(O)(c3ccc(Cl)cc3)CC2)cc1	92	3	nt	85	0.2	0	19	-12	88	12	21
CC1=C(C(=O)OC(C)C)C(c2cccs2)NC(=O)N1 (stereo not given)	100	5	7	96	0.2	2	20	-28	99	9	12
CCc1ccc(OCC(=O)N/N=C/c2cc([N+](=O)[O-])ccc2N2CCOCC2)cc1	98	19	-20	92	2.1	-7	16	-7	95	15	7
CC(=O)NC1=NC(=O)CS1	99	0	8	99	0.2	-2	5	-11	100	11	0
Cc1ccc(OCCCC(=O)N2CCOCC2)c(C)c1	100	1	-8	98	-0.1	-2	40	-14	102	14	-10
COc1cccc(-c2nc(NCCN3CCOCC3)c3ccccc3n2)c1O	102	6	4	96	3.0	14	15	-78	94	16	51*
Cc1cc(C)c(C(=O)COC(=O)c2cccnc2Cl)c(C)c1	102	4	-8	100	0.3	0	13	1	102	12	-3
COc1ccc(CNC(=O)Cn2nc(Cc3cccnc3)c3ccccc3c2=O)cc1	98	2	nt	102	0.6	-1	20	-12	100	9	-5
CS(=O)(=O)N(CCC#N)Cc1ccc(C=O)o1	105	1	-18	104	0.6	-1	10	-6	103	9	1
CCOC(=O)C1(CCc2ccccc2)CCN(C(=O)C(C)n2cncn2)CC1 (stereo not given)	103	0	nt	99	0.5	-3	9	0	101	9	4

Additional structures
structure	RGS8-Gao reg	ABCG2 inh	Pf gamet viab	RGS7-Gao	ABCB1 block	Mcl-1 Bim block	GSH fluor	Mcl1-Bid inh	RGS4-Gao reg	Avidin fluor	Mcl1-Noxa inh
Cc1nn(-c2ccccc2)c(C)c1C1C(C#N)=C(N)Oc2n[nH]c(C)c21 (stereo not given)	103	4	nt	101	0.6	-1	16	-25	99	6	-12
COc1ccc(-c2c(C)nn3c(N4CCC(C(=O)N5CCCCC5)CC4)cc(C)nc23)cc1OC	103	nt	nt	?	nt	nt	nt	-82	107	7	18
COc1ccc(OC)c(C2C(C(=O)Nc3nc4ccccc4s3)=C(C)NC3=C2C(=O)CCC3)c1 (stereo not given)	102	11	nt	100	6.4	0	16	-46	100	10	13
CS(=O)(=O)Nc1ccc(C2=NN(C(=O)c3ccco3)C(c3ccc(F)cc3)C2)cc1 (stereo not given)	100	3	-7	93	0.1	3	17	-14	100	5	14
O=C(CN1CCOCC1)Nc1c(C(=O)C2CC2)oc2ccccc12	100	1	-10	100	0.1	0	10	-34	97	12	16
CC1Cn2c(nnc2-c2ccccc2O)S1 (stereo not given)	101	18	nt	102	1.7	0	16	-34	102	7	2
CCOc1cccc2c1OC1(C)CC2NC(=O)N1c1cccc(F)c1 (stereo not given)	103	6	20	107	1.4	-5	46	1	102	13	19
COc1ccc(C2/C=C\CN(C(=O)C3CC3)CC(=O)N2Cc2ccc(F)cc2)cc1 (stereo not given)	97	nt	-15	?	nt	nt	nt	-20	97	14	9
Cc1ccc(NC(=S)NN(C)c2nc(C)cnc2C)cc1	105	0	1	100	0.1	-1	7	-51	101	3	12
Cc1ccc(C)c(Cc2c(C)nc3c(C(=O)N4CCOCC4)cnn3c2C)c1	100	1	nt	101	0.4	-2	25	-4	99	8	3

The list goes on:
structure	RGS8-Gao reg	ABCG2 inh	Pf gamet viab	RGS7-Gao	ABCB1 block	Mcl-1 Bim block	GSH fluor	Mcl1-Bid inh	RGS4-Gao reg	Avidin fluor	Mcl1-Noxa inh
Cn1cnc([N+](=O)[O-])c1Sc1ncnc2nc[nH]c12	99	nt	-3	?	nt	nt	nt	-21	100	8	-7
CCn1c(CSc2nc3ccccc3s2)nnc1SCC(=O)c1ccc(Cl)cc1	100	5	-36	100	1.1	-2	12	-10	98	15	-1
Cc1ccc2c(c1)c(Sc1ccccc1)c(CC(=O)O)n2C	88	-5	-5	93	-0.1	-1	3	-20	93	9	17
CN(C)S(=O)(=O)c1ccc(N2CCCC2)c(C(=O)Nc2nc(-c3ccc(F)c(F)c3)cs2)c1	98	0	nt	103	0.5	-5	11	-53	99	4	-82
COc1ccc(/C=N/n2cc(-c3ccc(OC)cc3)nc2N)cc1	100	0	nt	97	-0.1	2	9	-30	97	7	10
CCc1nc2oc3ccccc3c(=O)c2c(=O)n1CCOC	101	2	nt	98	0.7	0	23	-22	101	14	-3
O=S(=O)(c1ccc(N2CCOCC2)nc1)N1CCOCC1	97	0	nt	100	0.1	-4	17	-7	98	38	-19
O=C(Nc1ccccc1)C1=C[C@@H](c2coc3ccccc3c2=O)C[C@@H](OCCCCO)O1	95	4	-27	91	1.9	0	19	2	94	4	29
Cc1cc(C)c(C#N)c(SCC(=O)Nc2nnc(-c3ccccc3)s2)n1	104	-1	-5	100	-0.3	-2	45	-4	101	36	-6
Cc1nc(NC(=S)NC(=O)c2ccccc2)sc1C(=O)N(C)C	102	11	nt	101	1.6	0	18	-26	104	31	2

Another view of some results above.
Below each compound: RGS8-Gao reg	ABCG2 inh	Pf gamet viab	RGS7-Gao	ABCB1 block	Mcl-1 Bim block	GSH fluor	Mcl1-Bid inh	RGS4-Gao reg	Avidin fluor	Mcl1-Noxa inh
> COc1ccc(/C=N/n2cc(-c3ccc(OC)cc3)nc2N)cc1
→ 100	0	nt	97	-0.1	2	9	-30	97	7	10
> CCc1nc2oc3ccccc3c(=O)c2c(=O)n1CCOC
→ 101	2	nt	98	0.7	0	23	-22	101	14	-3

Pulled by compound from the list above, four records:
structure	RGS8-Gao reg	ABCG2 inh	Pf gamet viab	RGS7-Gao	ABCB1 block	Mcl-1 Bim block	GSH fluor	Mcl1-Bid inh	RGS4-Gao reg	Avidin fluor	Mcl1-Noxa inh
O=C(Nc1ccccc1)C1=C[C@@H](c2coc3ccccc3c2=O)C[C@@H](OCCCCO)O1	95	4	-27	91	1.9	0	19	2	94	4	29
COc1ccc(/C=N/n2cc(-c3ccc(OC)cc3)nc2N)cc1	100	0	nt	97	-0.1	2	9	-30	97	7	10
Cc1ccc2c(c1)c(Sc1ccccc1)c(CC(=O)O)n2C	88	-5	-5	93	-0.1	-1	3	-20	93	9	17
CN(C)S(=O)(=O)c1ccc(N2CCCC2)c(C(=O)Nc2nc(-c3ccc(F)c(F)c3)cs2)c1	98	0	nt	103	0.5	-5	11	-53	99	4	-82

The results go on:
structure	RGS8-Gao reg	ABCG2 inh	Pf gamet viab	RGS7-Gao	ABCB1 block	Mcl-1 Bim block	GSH fluor	Mcl1-Bid inh	RGS4-Gao reg	Avidin fluor	Mcl1-Noxa inh
COCCn1c(SCC(=O)Nc2sccc2C(N)=O)nc2cc(Cl)ccc2c1=O	104	1	nt	98	0.8	-1	17	-1	103	36	29
CC(=O)CS(=O)(=O)c1ccc(Oc2ccc(S(=O)(=O)CC(C)=O)cc2)cc1	99	0	-1	102	-1.4	-1	20	-8	99	5	9
CC(OC(=O)CCN1C(=O)c2cccc([N+](=O)[O-])c2C1=O)C(=O)Nc1cc(Cl)cc(Cl)c1 (stereo not given)	102	12	nt	102	1.8	-4	7	-14	101	15	28
O=C(c1ccc2ccccc2c1)C1CCCN(C(=O)c2cnccn2)C1 (stereo not given)	102	nt	0	?	nt	nt	nt	10	98	7	5
CN(CCOC(=O)c1ccccc1)Cc1ccccc1	104	0	nt	98	0.3	-3	6	9	102	3	20
O=C(NCCO)c1nc(NCCO)c2ccccc2n1	103	3	-2	102	0.5	2	9	-20	97	15	5
